High-throughput results from PubChem.
S100A4 MyoIIA = blocks human S100A4 binding to myosin IIA peptide. inhibition, % at 10.7 µM. P26447. 0.14% of 360,000 active. S100A4/TAMRA-MyoIIA peptide fluorescence polarization;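 active means mean inhibition of at least 70% across replicates, with every replicate also reaching that level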
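Material: S100A4 monomer (human). Medium: Calcium-containing HEPES buffer, pH 7.2. Probe or stimulus: labelled myosin peptide probe, 5 nM. Compound dosing: one concentration per compound. Timing: polarization read 5 min after assay mix addition, stable 5–60 min. Benchmarks: DMSO as neutral control, TFP as positive control.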
SIRT5 inh = blocks human SIRT5 desuccinylation of peptide; Q9NXA8; Purified SirT5, succinyl-peptide AMC, trypsin-coupled fluorescence; inhibition, % at 15 µM; 1.1% of 330,000 active; AID 652115; in the data active means inhibition above about 15%
XiGFP reactiv = reactivates the inactive X chromosome in mouse fibroblasts; AID 743238; activation, % at 7.58 µM; 0.055% of 360,000 active; XiGFP mouse fibroblasts, % GFP-positive cells imaging, 3 d; cells co-treated with 5-aza-dC sensitizer; scaled so ellipticine positive control = 100%;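 active means mean normalized replicate activation at least 10% and every replicate at or above 10%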;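 further: 0% = median of on-plate neutral control wells and 100% = ellipticine 6 µM median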
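System: XiGFP fibroblasts, SV40-immortalized. Medium: DMEM plus 5-aza-dC sensitizer. Doses: single point. Timing: 3 d treatment, 15 min room-temperature fixation. Control set: ellipticine 6 µM.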
PGC1a acetyl inh = modulators of PGC1a acetylation. U2OS PGC1a acetylation, AlphaScreen anti-acetyl-lysine; with virally co-expressed GCN5 acetyltransferase. inhibition, % at 15.6 µM. 0.17% of 350,000 active. AID 651687;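 active means every replicate shows inhibition of at least 40%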;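 further: 0% = neutral control wells and 100% = positive control wells; some results beyond the cut were filed as inactive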
ERAP1 HTS inh = blocks human ERAP1 aminopeptidase activity; recombinant ERAP1, Leu-AMC fluorescence, 60 min; 0.15% of 340,000 active; Q9NZ08; AID 652197; inhibition, % at 10.7 µM;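 active means mean replicate inhibition of at least 30%, or all replicates individually reaching that 30% level; inactive means mean below 30% and not every replicate reaching it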;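 further: 0% = neutral control wells and 100% = L-leucinethiol positive control wells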
Target sequence (Q9NZ08 whole entry, looked up): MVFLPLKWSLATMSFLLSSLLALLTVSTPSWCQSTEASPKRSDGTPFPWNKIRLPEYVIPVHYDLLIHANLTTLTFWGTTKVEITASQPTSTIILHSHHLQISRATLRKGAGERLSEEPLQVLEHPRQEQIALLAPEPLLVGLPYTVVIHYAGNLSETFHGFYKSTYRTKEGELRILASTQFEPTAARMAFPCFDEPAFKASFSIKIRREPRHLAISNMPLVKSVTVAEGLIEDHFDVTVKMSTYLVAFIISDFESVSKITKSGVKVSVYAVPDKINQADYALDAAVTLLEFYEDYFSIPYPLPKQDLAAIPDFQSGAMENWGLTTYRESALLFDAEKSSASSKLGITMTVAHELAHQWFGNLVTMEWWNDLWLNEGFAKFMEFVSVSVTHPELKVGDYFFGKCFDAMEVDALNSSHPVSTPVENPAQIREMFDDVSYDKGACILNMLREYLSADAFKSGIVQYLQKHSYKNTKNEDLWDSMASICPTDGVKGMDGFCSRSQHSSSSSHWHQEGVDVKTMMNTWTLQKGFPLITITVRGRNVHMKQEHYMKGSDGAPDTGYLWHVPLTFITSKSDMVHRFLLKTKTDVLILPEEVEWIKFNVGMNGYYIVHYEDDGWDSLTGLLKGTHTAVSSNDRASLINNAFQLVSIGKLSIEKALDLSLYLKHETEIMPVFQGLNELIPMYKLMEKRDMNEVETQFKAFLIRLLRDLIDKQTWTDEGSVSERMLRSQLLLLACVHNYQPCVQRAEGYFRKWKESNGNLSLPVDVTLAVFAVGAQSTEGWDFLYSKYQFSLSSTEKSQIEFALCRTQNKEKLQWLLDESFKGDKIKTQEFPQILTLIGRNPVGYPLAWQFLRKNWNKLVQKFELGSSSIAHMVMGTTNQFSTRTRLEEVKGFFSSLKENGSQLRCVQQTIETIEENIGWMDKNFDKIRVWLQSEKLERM
Statin myotox sup = suppression of simvastatin myotoxicity; C2C12 myotubes + simvastatin, ATP luminescence, 48 h; scaled: DMSO 0, geranylgeraniol control 100; 0.78% of 330,000 active; rescue of ATP level, % at 7.49 µM;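 active means mean ATP rescue above about 67%, or every replicate alone reaching that limit, limit read from the data, passing the limit was not always enough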;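 further: myotubes were challenged with 10 µM simvastatin during compound exposure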
Cneo AK release = causes C. neoformans cell lysis; adenylate kinase release luminescence, 4 h; normalised: neutral wells 0, clomiphene wells 100; lysis activity, % at 15 µM; AID 651654; 0.2% of 360,000 active;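 active means mean lysis activity across replicates of at least 80%, whatever share of replicates individually reach that level; inactive means mean lysis activity below 80%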
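Test system: log-phase Cryptococcus neoformans yeast cells. Input: 5 × 10^6 yeast cells/mL. Medium: fresh YPD growth medium. Doses: single dose. Incubation: static 4 h at 37 °C with compound, 1 h detection. Measured by: luminescent adenylate kinase detection reagent. Read-out: signal increase indicating cell lysis. Benchmarks: Clomiphene.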
LGR2 antag = Drosophila LGR2 receptor signaling inhibition; HEK293 LGR2, CRE-luciferase, bursicon-stimulated, 4 h; inhibition, % at 9.99 µM; 0.35% of 380,000 active; AID 720647;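 active means drop in luminescence signal, shown as inhibition above about 50% in the replicate tests, limit read from the data, passing the limit was not always enough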;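 further: agonist challenge used bursicon conditioned medium at about half maximal strength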
* marks the source's active call; other numbers are inactive results; . = no result given; & = joins results of further samples. A portion of the library; the hit share may differ from the screen's.

The line under a structure holds: S100A4 MyoIIA | SIRT5 inh | XiGFP reactiv | PGC1a acetyl inh | ERAP1 HTS inh | Statin myotox sup | Cneo AK release | LGR2 antag
1) COCCNC(=O)c1ccc(C)c(NC(=O)C2=C(C)OCCS2)c1
→ -4 | -3 | 0.0 | 4 | 0 | -1 | 0 | -3
2) CCOC(=O)c1c[nH]n(-c2ccccc2)c1=O
→ -3 | 0 | 0.6 | -4 | . | -4 | . | 4
3) CCCN(CCC)c1nc(N(CCC)CCC)[nH]c(=O)n1
→ -4 | -6 | 0.0 | . | 0 | -11 | 1 | 3
4) C[C@@H]1CN([C@@H](C)CO)C(=O)Cc2cc(NS(=O)(=O)c3ccc(Cl)cc3)ccc2O[C@H]1CN(C)C(=O)Nc1ccc(C(F)(F)F)cc1
→ 6 | 1 | 0.1 | 6 | -1 | -13 | 61 | -11
5) Cc1ccc(S(=O)(=O)N2CC[C@@H]3[C@@H](CO)N(C)c4ccc(C#Cc5cccnc5)cc4[C@@H]32)cc1
→ . | . | 0.7 | -1 | . | -28 | 1 | -6
6) Cc1ccccc1Nc1c(-c2cccnc2)nc2cccc(C)n12
→ -2 | -6 | 0.1 | . | 0 | 8 | . | 12
7) CCCN(Cc1ccccc1)C(=S)Nc1ccc(SC(F)F)cc1
→ -2 | -2 | 0.0 | -11 | -2 | 9 | 0 | -58
8) Nc1ccc(-c2c3ccc(=O)cc-3oc3cc(O)ccc23)cc1C(=O)O
→ 9 | 19* | 0.1 | . | 13 | . | . | -8
9) CCCCC1CCC(C(=O)Nc2ccc(S(=O)(=O)Nc3nccs3)cc2)CC1 (configuration not stated)
→ 1 | -3 | . | 3 | 0 | -52 | 0 | -9
10) Cc1nn(C)cc1NC(=O)C[C@@H]1CC[C@@H]2[C@H](COc3ccc(NC(=O)C(C)C)cc3C(=O)N2C)O1
→ . | . | 0.2 | 2 | . | -18 | -3 | 3
11) Cc1ccc(S(=O)(=O)N(CC(=O)NC2CCCC2)c2cccc(C)c2)cc1
→ 4 | -3 | 0.0 | -12 | 0 | . | -3 | 8
12) C[C@@H](O)Cc1cn(CC(=O)NCCCCCCCCCCC(=O)N2CCNCC2)nn1
→ 9 | -5 | -0.1 | 4 | -4 | -4 | 0 | -7
13) COCC#Cc1cnc2c(c1)C(=O)N([C@@H](C)CO)C[C@@H](C)[C@@H](CN(C)C(=O)c1ccc3c(c1)OCO3)O2
→ -6 | 0 | -0.7 | -7 | -2 | 13 | -4 | -1
14) C[C@@H]1CN([C@@H](C)CO)C(=O)CCCn2nncc2CO[C@H]1CN(C)C(=O)C1CC1
→ -8&49 | -1&11 | -0.1&0.3 | -8&3 | -6&0 | 3&10 | 0&-4 | 14&6
15) CC1CN(Cc2c(O)ccc3c(=O)c(-c4ccccc4Cl)coc23)CC(C)O1 (configuration not stated)
→ 1 | -7 | 0.0 | -3 | -9 | -5 | -2 | -1
16) O=C(C1CCN(S(=O)(=O)c2ccccc2)CC1)N1CCCCC1
→ 2 | -1 | 0.1 | 9 | 1 | 4 | 2 | 8
17) O=C(NC[C@@H]1CC[C@@H]2[C@@H](CN2S(=O)(=O)c2ccccc2[N+](=O)[O-])O1)C1CCOCC1
→ -4 | -3 | . | 4 | 11 | . | . | .
18) O=C(C[C@H]1CC[C@@H](NS(=O)(=O)c2ccc(F)cc2)[C@@H](CO)O1)NCc1ccc(Cl)c(Cl)c1
→ 5 | -2 | 0.3 | 3 | 0 | 37 | -4 | 16
19) CCOC(=O)c1nn(-c2ccc(C)c(Cl)c2)c(=O)c(C#N)c1C
→ -4 | -4 | 0.1 | . | 1 | -2 | 0 | -2
20) Cc1ccc(C(=O)Nc2ccc(N3CCN(S(C)(=O)=O)CC3)cc2)cc1C
→ 0 | 3 | 0.0 | 8 | 1 | . | . | -56

Reprinted from the part before: 6 compounds, then new ones.
The line under a structure holds: S100A4 MyoIIA | SIRT5 inh | XiGFP reactiv | PGC1a acetyl inh | ERAP1 HTS inh | Statin myotox sup | Cneo AK release | LGR2 antag
15) CC1CN(Cc2c(O)ccc3c(=O)c(-c4ccccc4Cl)coc23)CC(C)O1 (configuration not stated)
→ 1 | -7 | 0.0 | -3 | -9 | -5 | -2 | -1
16) O=C(C1CCN(S(=O)(=O)c2ccccc2)CC1)N1CCCCC1
→ 2 | -1 | 0.1 | 9 | 1 | 4 | 2 | 8
17) O=C(NC[C@@H]1CC[C@@H]2[C@@H](CN2S(=O)(=O)c2ccccc2[N+](=O)[O-])O1)C1CCOCC1
→ -4 | -3 | . | 4 | 11 | . | . | .
18) O=C(C[C@H]1CC[C@@H](NS(=O)(=O)c2ccc(F)cc2)[C@@H](CO)O1)NCc1ccc(Cl)c(Cl)c1
→ 5 | -2 | 0.3 | 3 | 0 | 37 | -4 | 16
19) CCOC(=O)c1nn(-c2ccc(C)c(Cl)c2)c(=O)c(C#N)c1C
→ -4 | -4 | 0.1 | . | 1 | -2 | 0 | -2
20) Cc1ccc(C(=O)Nc2ccc(N3CCN(S(C)(=O)=O)CC3)cc2)cc1C
→ 0 | 3 | 0.0 | 8 | 1 | . | . | -56
21) CO[C@@H]1CN(C)C(=O)c2cc(NC(=O)c3cccc(Oc4ccccc4)c3)ccc2OC[C@@H](C)NC[C@H]1C
→ . | . | 0.1 | -21 | . | 0 | . | 8
22) COC(=O)c1ccc(CSc2nnc3c(n2)[nH]c2ccccc23)cc1
→ -8 | -1 | 4.1 | 3 | -4 | 3 | 2 | 10
23) CN(CCCOc1ccccc1F)Cc1ccccc1
→ -6 | -6 | 0.0 | . | 0 | 12 | 0 | 1
24) COc1cccc(Cc2n[nH]c(=S)n2Cc2ccco2)c1
→ -2 | -1 | -0.1 | 1 | 6 | 6 | . | -16
25) CCOC(=O)C1=C(C)N(c2ccc(OC)cc2)C(=O)/C1=C\c1cccs1
→ -1 | 0 | 0.2 | . | 11 | . | . | -3
26) S=c1[nH]nc(-c2ccc3ncccc3c2)n1-c1ccc2c(c1)OCCO2
→ 1 | 0 | 0.0 | . | 0 | . | . | -31
27) O=C(NNC(=O)c1cc(Cl)ccc1O)c1cccc(S(=O)(=O)N2CCOCC2)c1
→ -7 | 2 | 0.7 | -5 | -10 | 18 | 3 | 7
28) CNc1cccc(-c2cc(OC)ccc2OC)n1
→ -1 | 6 | 0.3 | 7 | 0 | 7 | 3 | -4
29) OCCCc1n[nH]c(=S)n1-c1ccccc1
→ 1 | 2 | 0.1 | -4 | -3 | . | . | -6
30) COc1ccccc1C(=O)Nc1ccnn1C1CCN(Cc2ccn[nH]2)CC1
→ 3 | -4 | -0.1 | . | -3 | . | 1 | -3
31) COCC(=O)Nc1ccc2c(c1)[C@H]1C[C@H](CC(=O)NCc3ccc(OC)cc3)O[C@H](CO)[C@H]1O2
→ 2 | -5 | 0.1 | -1 | 1 | -4 | 2 | -1
32) Cc1ncc(CN2CCN(Cc3ccccc3)C(CCO)C2)s1 (configuration not stated)
→ -1 | 0 | 0.5 | -3 | -7 | 9 | -2 | -4
33) Cc1ccc(S(=O)(=O)N(C)C[C@H]2Oc3cc(-c4cccc(F)c4)ccc3S(=O)(=O)N([C@@H](C)CO)C[C@H]2C)cc1
→ -105 | -5 | -0.2 | 1 | 0 | -54 | -3 | 20
34) Cc1ccc(S(=O)(=O)N(C)C[C@@H]2Oc3ccc(NC(=O)C4CC4)cc3CC(=O)N([C@H](C)CO)C[C@H]2C)cc1
→ 1 | 1 | -0.5 | -1 | -3 | 8 | 1 | -4
35) C[C@@H]1CN([C@@H](C)CO)C(=O)c2cccc(NC(=O)Nc3ccccc3)c2O[C@H]1CN(C)S(=O)(=O)c1ccc(F)cc1
→ 7 | 0 | 0.0 | 14 | 2 | -8 | 54 | 11
36) N#CCCN1CCN(C2=NC(=O)C(=C3CCCCC3)S2)CC1
→ 5 | -4 | . | 5 | 3 | -3 | -1 | -14
37) CCCCn1c(N)c(N(CCOC)C(=O)CSc2n[nH]c(-c3ccc(C)cc3)n2)c(=O)[nH]c1=O
→ 33 | -2 | 0.6 | . | -2 | . | . | 4
38) COc1ccc(NC(=O)c2cccc(-c3ccc(O)cc3)c2)cn1
→ -2 | 0 | 0.1 | -13 | -1 | . | -2 | 2
39) COc1ccc(NC(=O)N2C[C@@H]3[C@H](c4ccccc42)[C@@H](CO)N3C(=O)C2CC2)cc1
→ 3 | -2 | 0.4 | 3 | -2 | -11 | -1 | 3
40) COc1ccc(-c2[nH]ncc2CNC(C)CCn2cccn2)c(F)c1 (configuration not stated)
→ -6 | -1 | -0.2 | 4 | . | -1 | -1 | 4
41) O=C(NN1CCOCC1)c1ccccc1F
→ -2 | -2 | 0.2 | 2 | 2 | 0 | 0 | 1
42) CCc1nc2ccc(C(=O)Nc3cccc(OCC(=O)N(C)C)c3)cn2c1N(C)C(=O)c1cccc(OC)c1
→ -1 | . | 0.0 | 2 | -1 | 13 | -1 | 29
43) CC(C)(C)c1nc(Sc2ncccc2[N+](=O)[O-])n[nH]1
→ -1 | -1 | 0.2 | 6 | -2 | 14 | . | .
44) CCN(C(=O)Nc1ccccc1)c1ccccc1
→ . | . | -0.1 | 6 | . | 9 | 7 | 3
45) Cc1ccsc1C(=O)NCc1ccc(Cl)cc1
→ -31 | 0 | 0.0 | 6 | . | . | -2 | .

Arranged by value in ERAP1 HTS inh (high to low): 3 from the list above
# | SMILES | ERAP1 HTS inh
19 | CCOC(=O)c1nn(-c2ccc(C)c(Cl)c2)c(=O)c(C#N)c1C | 1
39 | COc1ccc(NC(=O)N2C[C@@H]3[C@H](c4ccccc42)[C@@H](CO)N3C(=O)C2CC2)cc1 | -2
15 | CC1CN(Cc2c(O)ccc3c(=O)c(-c4ccccc4Cl)coc23)CC(C)O1 (configuration not stated) | -9
